# High-throughput results as filed in PubChem BioAssay.
# Nrf2 block – Nrf2 qHTS screen for inhibitors; A549 ARE-Fluc reporter, luciferase luminescence, 18-24 h; Potency, µM (series often up to 46 µM), without a hit: top-dose activity change, negative = inhibition, hits mostly inhibitors; 360,000 compounds, 2.1% hits; AID 504444, 2011; further: potency means the concentration at half of the fitted maximal effect; on the % scale 0 is the no-effect control and ±100 the full control effect; nearly all actives have a fitted effect of over 60% in size
#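 Two sequential reads on A549 ARE_Fluc cells exposed to compound for 18-24 h: a CellTiter-Fluor fluorescence read for viability, then a luciferase luminescence read for Nrf2/ARE activity.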
# Nrf2 activator – qHTS of Nrf2 Activators; AREc32 ARE-luciferase reporter (MCF7-derived line), luminescence, 24 h; Potency, µM (series often up to 46.1 µM), for inactives: top-dose activation, usual class: activators; 410,000 compounds, 0.31% hits; AID 624171, 2012; further: potency means the concentration at half of the fitted maximal effect; % of control where 0% means no effect; nearly all actives have a fitted effect of over 65% in size
#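 AREc32_Fluc, 1000 cells/well, OPTI-MEM + 5% FBS, o/n 37 deg C 5% CO2; 23 nL cpd by pin tool, 24 hr; Steady-Glo 30 min RT, luminescence.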
# TGFb inhibitor – qHTS for Inhibitors of TGF-b. HepG2 CAGA-GFP TGF-b/SMAD3 reporter, GFP fluorescence, 18 h; TGF-beta stimulated, 500 pg/mL final. Potency, µM (top dose mostly 46.1 µM), for the others: top-dose activity, negative = inhibition, most hits filed as inhibitors. 410,000 compounds, 1.2% hits. AID 588855, 2011; further: potency means the concentration at half of the fitted maximal effect; on the % scale 0 is the no-effect control and ±100 the full control effect; nearly all actives have a fitted effect of over 65% in size
#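 Using HEPG2 CAGA-GFP reporter cells at 1000 cells/well, we pinned test compounds, stimulated with recombinant TGF-beta (500 pg/mL final) and measured total well GFP after 18 h.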
# HepG2 tox – qHTS for Inhibitors of TGF-b: Cytotox Counterscreen; HepG2 CAGA-GFP viability, ATP luminescence, 18 h; Potency, µM (titrated, usually from 46.1 µM), for the others: top-dose activity change, negative = cytotoxicity, hits mostly cytotoxic; 410,000 compounds, 0.76% hits; AID 588856, 2011; further: potency means the concentration at half of the fitted maximal effect; some results filed as inactive show a strong effect at the top dose
#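 CellTiter-Glo luminescence gave cytotoxicity after 18 hours at 37 degrees C. The cells were HepG2 CAGA-GFP in 1% FBS DMEM, stimulated with 500 pg/mL TGF-beta after compound addition. %Activity was normalised to no-cell wells (complete cell-killing) and DMSO (no toxicity), and curves were fitted and classified.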
# A549 tox – Nrf2 qHTS screen for inhibitors: counterscreen for cytotoxicity; Potency, µM (series often up to 46 µM), inactives show top-dose activity change, negative = cytotoxicity, hits mostly inhibitors; A549 ARE-Fluc cells, CellTiter-Fluor viability, 18-24 h; 390,000 compounds, 0.16% hits; further: potency means the concentration at half of the fitted maximal effect; on the % scale 0 is the no-effect control and ±100 the full control effect
#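 Cytotoxicity counterscreen: CellTiter-Fluor fluorescence was measured in A549 ARE_Fluc cells after 18-24 h of compound exposure in a concentration series. The subsequent BugLite luminescent read reports ARE-luciferase activity.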
# ATXN2 expr inh – Primary qHTS for Inhibitors of ATXN expression. HEK-293 ATXN2-luciferase reporter, luminescence, 24 h. Potency, µM (series often up to 57 µM), for inactives: at the highest dose activity change, negative = inhibition, actives largely listed as inhibitors. 360,000 compounds, 0.72% hits; further: potency means the concentration at half of the fitted maximal effect; on the % scale 0 is the no-effect control and ±100 the full control effect; nearly all actives have a fitted effect of over 55% in size
#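 qHTS (up to 57 uM final) was run with 24 h compound exposure of reporter cells at 37 °C. Each well was multiplexed: SteadyGlo luminescence measured ATXN2-luciferase expression after a fluorogenic Gly-Phe-AFC viability readout (25 uM final).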
# ATXN viability – Viability Counterscreen for Primary qHTS for Inhibitors of ATXN expression; Potency, µM (highest dose often 56.7 µM), usual class: cytotoxic; S2 cells (HEK-293 line with an ATXN2-luciferase reporter) viability, CellTiter-Fluor protease fluorescence, 24 h; AID 651635, 2014; 400,000 compounds, 0.49% hits; further: potency means the concentration at half of the fitted maximal effect; nearly all actives have a fitted effect of over 40% in size
# EPAC2 agonist – qHTS for Agonist of cAMP-regulated guanine nucleotide exchange factor 4 (EPAC2): primary screen; Rap guanine nucleotide exchange factor 4 (Homo sapiens), Q8WZA2; EPAC2 activation, biochemical qHTS; response scale: 100% = 6.5 mM cAMP response; Potency, µM (series often up to 154 µM), for the others: at the highest dose activation, usual class: activators; 360,000 compounds, 0.079% hits; AID 720711, 2013; further: potency means the concentration at half of the fitted maximal effect; nearly all actives have a fitted effect of over 50% in size
# Target sequence (Q8WZA2 whole entry, looked up): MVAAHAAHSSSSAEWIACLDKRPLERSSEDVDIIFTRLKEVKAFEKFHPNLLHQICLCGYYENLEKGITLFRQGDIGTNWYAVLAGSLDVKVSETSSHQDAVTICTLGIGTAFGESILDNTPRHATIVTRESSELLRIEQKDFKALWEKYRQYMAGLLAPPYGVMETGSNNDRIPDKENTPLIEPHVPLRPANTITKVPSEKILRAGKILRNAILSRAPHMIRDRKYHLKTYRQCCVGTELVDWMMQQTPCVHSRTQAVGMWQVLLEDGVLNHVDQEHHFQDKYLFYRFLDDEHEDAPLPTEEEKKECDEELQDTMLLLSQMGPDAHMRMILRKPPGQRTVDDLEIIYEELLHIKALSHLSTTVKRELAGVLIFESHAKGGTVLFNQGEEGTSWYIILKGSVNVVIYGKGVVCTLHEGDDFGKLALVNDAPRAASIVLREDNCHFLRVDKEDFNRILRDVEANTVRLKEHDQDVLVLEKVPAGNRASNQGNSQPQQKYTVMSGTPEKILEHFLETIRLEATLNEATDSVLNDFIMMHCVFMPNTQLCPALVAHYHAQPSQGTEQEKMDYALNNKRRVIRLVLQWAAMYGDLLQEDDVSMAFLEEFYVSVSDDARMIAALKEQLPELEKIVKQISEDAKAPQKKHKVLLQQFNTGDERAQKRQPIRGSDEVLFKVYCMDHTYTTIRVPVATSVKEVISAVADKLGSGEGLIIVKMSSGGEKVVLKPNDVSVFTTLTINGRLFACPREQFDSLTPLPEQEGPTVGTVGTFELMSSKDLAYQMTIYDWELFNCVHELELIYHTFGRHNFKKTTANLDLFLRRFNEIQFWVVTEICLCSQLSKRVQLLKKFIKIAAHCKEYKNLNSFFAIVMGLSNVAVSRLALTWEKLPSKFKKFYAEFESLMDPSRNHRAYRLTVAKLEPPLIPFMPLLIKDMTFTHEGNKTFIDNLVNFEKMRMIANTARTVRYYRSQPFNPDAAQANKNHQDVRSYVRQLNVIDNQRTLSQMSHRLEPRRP
#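 Each well held 100 nM EPAC2, 250 nM RAP1B-BODIPY-GDP and 50 uM GDP. Fluorescence, read at 5-min intervals to 30 min, was referenced to a 6.5 mM cAMP positive control.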
# IL2 activator – qHTS of IL-2 Activators. IL-2 activation reporter assay, cell-based qHTS; stimulated with anti-CD3/CD4/CD28 beads; in transgenic mouse T cells. activation, % (series mostly up to about 46 µM). 360,000 compounds, 0.065% hits; in the data active means activation above about 50%; inconclusive means mostly about 30% to 49%; further: 0% is about no effect
#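 Unstimulated transgenic mouse T cells, 750 per well, received compound and, after 60 minutes, anti-CD3/anti-CD4 bead plus anti-CD28 stimulation. EGFP and DsRed were quantified after 18 hours.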
# Active calls of the source: *; i = inactive; ? = inconclusive; . = not tested or not shown; [ ] = another dose, or the depositor's remark. Unless noted, the call rests on the fitted dose curve; in most records, active means well fitted curve in the direction sought with a large enough effect; inconclusive means small, poorly fitted or top-dose-only effect, or another doubt; inactive means no such curve, though single readings can be large; an effect the other way counts as inactive or inconclusive. Random draw from the library; 4.3% or so of the library scored in one or more.
molecule	Nrf2 block	Nrf2 activator	TGFb inhibitor	HepG2 tox	A549 tox	ATXN2 expr inh	ATXN viability	EPAC2 agonist	IL2 activator
Cc1ccc(/C=C/C(=O)Nc2ccc(S(=O)(=O)Nc3cc(C)nc(C)n3)cc2)cc1	4%	0.4%	-10%	-11%	-5%	-1%	i	7%	1.1
COc1ccc(C(C)=O)cc1COC(=O)c1cnc(Cl)c(Cl)c1	-2%	12%	?	-6%	-6%	1%	i	-10%	0.5
Cc1ccc(C)c(NS(=O)(=O)c2cc(C(=O)N3CCc4ccccc4C3)ccc2Cl)c1	18µM*	-0.9%	?	-4%	-18%[1.84 µM]	-10%	?	9%	-1.6
COc1ccc(C)cc1NCc1nnc2n1CCCCC2	.	0.0%	6%	-4%	7%	11%	i	.	.
COc1cc(C=O)ccc1Oc1cnccn1	2%	-0.1%	-6%	5%	0%	.	i	-1%	0.9
Cc1ccc(Nc2nnc(SCn3nnc4ccccc4c3=O)s2)cc1	.	5.2%	?	4%	-2%	35%[activator]	i	16%	0.7
Clc1cccc(N=NN2CCOCC2)c1Cl	-8%	3.8%	-9%	-10%	-1%	.	i	1%	2.2
Cc1ccccc1CSc1nnc2ccc(-c3ccncc3)nn12	10%	-0.5%	-2%	-24%	5%	-3%	i	-1%	-0.6
CCOC(=O)Cn1c(=O)c2c(nc(N3CCCCC3)n2Cc2ccccc2)n(C)c1=O	.	2.0%	-1%	-19%	-6%	-13%	i	7%	-0.1
O=C(NCc1ccc2c(c1)OCO2)c1ccc2c(c1)OCO2	?	2.4%	-16%	0%	10%	.	i	11%	-0.1
O[C@@H]1CN(C2CCCCC2)CC[C@H]1N1CCN(CCc2ccccc2)CC1	3%	0.3%	-4%	-9%	0%	-7%	i	4%	-1.7
Cc1ccccc1NS(=O)(=O)c1cccc(C(=O)Nc2cccc(C(=O)O)c2)c1	9%	0.3%	10%	17%	-1%	-6%	i	4%	0.4

# Fetched by compound from the list above (2):
molecule	Nrf2 block	Nrf2 activator	TGFb inhibitor	HepG2 tox	A549 tox	ATXN2 expr inh	ATXN viability	EPAC2 agonist	IL2 activator
COc1ccc(C)cc1NCc1nnc2n1CCCCC2	.	0.0%	6%	-4%	7%	11%	i	.	.
Cc1ccc(/C=C/C(=O)Nc2ccc(S(=O)(=O)Nc3cc(C)nc(C)n3)cc2)cc1	4%	0.4%	-10%	-11%	-5%	-1%	i	7%	1.1

# Next entries follow:
molecule	Nrf2 block	Nrf2 activator	TGFb inhibitor	HepG2 tox	A549 tox	ATXN2 expr inh	ATXN viability	EPAC2 agonist	IL2 activator
Cc1ccc(C)c(S(=O)(=O)N2CCN(C(=O)CCNS(=O)(=O)c3ccccc3)CC2)c1	-8%	0.5%	1%	-42%	-14%	4%	i	2%	-3.3
CCOC(=O)c1c(NC(=O)COC(=O)c2ccc(O)cc2)sc(C(=O)N(C)C)c1C	9%	0.4%	26%	1%	-3%	10%	i	-2%	1.1
Cc1cccc(NC(=O)N2C3CCCC2CC(NC(=O)C(C)(C)C)C3)c1 (stereo not given)	9%	0.2%	1%	8%	-1%	-25%	?	9%	0.1
CCN1C(=O)CC(C(=O)Nc2ccc(OC)cc2)SC1=Nc1ccc(C)c(C)c1 (stereo not given)	-2%	-0.4%	3%	-31%	0%	-13%	i	.	.
COc1ccc(CN2CCC(Oc3ccc(C(=O)NCc4ccccn4)cc3)CC2)c(F)c1	?	0.5%	-21%	-21%	0%	-23%	i	8%	0.5
Cn1cnnc1SCC(=O)c1ccc(O)c(O)c1	1%	-0.4%	27%	1%	-14%	6%	i	-1%	-1.4
COc1ccccc1-n1cnnc1SCC(=O)NC1CCCCC1	-2%	-1.1%	0%	0%	3%	5%	i	1%	0.5
Cc1cc2c(c(SCC#N)n1)C(=O)OC2	-4%	6.4%	-3%	-3%	-1%	4%	i	3%	-2.7
Nc1cc(S(=O)(=O)N2CCCCC2)ccc1N1CCOCC1	2%	0.0%	-1%	-1%	6%	3%	i	5%	-3.3
CC(Cc1cccs1)NC(=O)Nc1ccc(F)cc1 (stereo not given)	?	-0.2%	0%	-20%	-2%	35%	i	14%	-0.5
CC12CCC(=O)N1C(C(=O)NNC(=O)c1ccc(F)cc1)CS2 (stereo not given)	19%	0.4%	8%	-4%	4%	-7%	i	-2%	-0.2
CCOP(=O)(OCC)C(NC(=O)Nc1ccc(Cl)cc1)C(=O)N(CC)CC (stereo not given)	-12%	1.7%	0%	-5%	?	.	i	18%	0.4
O=c1oc2c(CN3CCCC3)c(O)ccc2cc1-c1ccccc1	.	6.3%	-2%	-5%	?	.	.	.	.
CCn1c(SCC(=O)NC2CC2)nnc1-c1ccncc1	-3%	-0.2%	0%	0%	2%	6%	i	3%	-3.1
Cc1c(C(=O)OCC(=O)NCC2CCCO2)oc2ccccc12 (stereo not given)	10%	-0.8%	-20%	-3%	4%	8%	i	-1%	-0.5
COCc1cc(C)nc2sc3c(c12)NC(c1ccc(NC(C)=O)cc1)N(c1ccc(C)cc1)C3=O (stereo not given)	-6%	3.4%	-15%	-2%	10%	.	.	.	.
O=C(Nc1ccc(NC(=O)c2ccccc2F)cc1)c1ccccc1F	1%	0.0%	0%	3%	1%	0%	i	-1%	3.5
Cc1ccc(C)c(CN2C(=O)CSc3ccc(C(=O)NCCN4CCOCC4)cc32)c1	-6%	0.0%	2%	-4%	-11%	-10%	i	-13%	-0.3
O=C(NNC(=O)C1CCN(c2ncccn2)CC1)c1ccc(F)cc1	-15%	-0.9%	9%	-3%	-17%	1%	i	2%	0.6
O=C(O)COc1ccc(/C=N/NC(=O)c2ccc(-c3csc(Nc4ccc(Cl)cc4)n3)cc2)cc1	15%	3.6%	-20%	16%	-3%	11%	?	-5%	16
Cc1ccccc1C(=O)NCC(=O)NNC(=O)c1cccc(Cl)c1	2%	0.2%	-11%	-4%	-3%	.	?	1%	1.1
CC(=O)c1ccc(OCC(=O)c2ccc(-c3ccccc3)cc2)cc1	3%	-0.1%	2%	3%	-1%	1%	i	-8%	-1.8
CCc1noc(C)c1C(=O)OC(C)C(=O)Nc1cc([N+](=O)[O-])ccc1OC (stereo not given)	-30%	-0.4%	-11%	-3%	-9%	-13%	i	7%	-3.3
CC(C)=NNc1nc2c(c(=O)n(C)c(=O)n2C)n1C	7%	0.5%	-20%	-6%	-2%	.	i	5%	0.6

# 5 entries already listed, sorted by length of the SMILES, lowest first:
molecule	Nrf2 block	Nrf2 activator	TGFb inhibitor	HepG2 tox	A549 tox	ATXN2 expr inh	ATXN viability	EPAC2 agonist	IL2 activator
O=c1oc2c(CN3CCCC3)c(O)ccc2cc1-c1ccccc1	.	6.3%	-2%	-5%	?	.	.	.	.
CC(=O)c1ccc(OCC(=O)c2ccc(-c3ccccc3)cc2)cc1	3%	-0.1%	2%	3%	-1%	1%	i	-8%	-1.8
Cc1ccc(C)c(CN2C(=O)CSc3ccc(C(=O)NCCN4CCOCC4)cc32)c1	-6%	0.0%	2%	-4%	-11%	-10%	i	-13%	-0.3
CCc1noc(C)c1C(=O)OC(C)C(=O)Nc1cc([N+](=O)[O-])ccc1OC (stereo not given)	-30%	-0.4%	-11%	-3%	-9%	-13%	i	7%	-3.3
O=C(O)COc1ccc(/C=N/NC(=O)c2ccc(-c3csc(Nc4ccc(Cl)cc4)n3)cc2)cc1	15%	3.6%	-20%	16%	-3%	11%	?	-5%	16

# More records follow.
molecule	Nrf2 block	Nrf2 activator	TGFb inhibitor	HepG2 tox	A549 tox	ATXN2 expr inh	ATXN viability	EPAC2 agonist	IL2 activator
COC(=O)c1cc(OC)c(OC)c(OC)c1[N+](=O)[O-]	-4%	0.4%	8%	-5%	0%	0%	i	15%	-0.4
COc1ccc2noc3c2c1C(=O)c1ccccc1-3	?	12%	-10%	-106%	?	.	.	?	0.8
O=C(CSc1ccc(Cl)cc1)N1CCCC1	8%	0.8%	16%	13%	-6%	.	i	7%	-0.8
CC(=O)Nc1cccc(C(=O)N2CCN(S(=O)(=O)c3ccc4ccccc4c3)CC2)c1	-14%	-0.1%	-21%	4%	3%	-15%	i	-6%	-1.6
CCN(C[C@H]1N[C@@](CC)(C(=O)OC)[C@H]2C(=O)N(C)C(=O)[C@@H]12)S(=O)(=O)c1ccccc1	18%	0.4%	0%	3%	3%	-4%	i	0%	-0.7
Cc1c(NC(=O)c2cccc(NC(=O)Cc3ccc(F)cc3)c2)c(=O)n(-c2ccccc2)n1C	-2%	-0.7%	-9%	4%	0%	5%	i	1%	-3.7
COc1cc2sc(-c3ccc(S(C)(=O)=O)cc3)c(C#CCO)c2cc1OC	6%	13%	8%	0%	5%	-7%	i	16%	-1.3
Cc1ccc(C(C[N+](=O)[O-])Sc2ccc(N)cc2)cc1 (stereo not given)	-17%	?	11µM*	13µM*	-7%	?	?	11%	1.3
COc1ccc(CNC(=O)C(OC(=O)c2cccs2)C(C)C)cc1 (stereo not given)	-7%	0.5%	1%	1%	0%	-3%	i	3%	-0.2
CCc1nc2ccc(C(=O)NCCCn3ccnc3)cn2c1N(C)Cc1ccc(N(C)C)cc1	.	3.6%	22%	-3%	.	3%	i	-2%	-0.4
CCOc1ccc(NCc2ccccc2OCc2cccc(F)c2)cc1	-83%	2.5%	?	-28%	-29%	4%	i	9%	-0.6
COc1ccc(C(CNC(=O)COc2ccc([N+](=O)[O-])cc2)N2CCCCC2)cc1 (stereo not given)	10%	1.9%	13%	8%	0%	-20%	i	1%	-4.4
